CHO parental Ca: ATP-evoked calcium signal inhibitors, parental CHO, primary screen, counter-screen for OX1R antagonist project, cell-based, fluorescence, Fluo-8 calcium dye; parental CHO-K1, ATP-induced calcium, Fluo-8 fluorescence; inhibition, % at 5.6 µM; 330,000 tested, 0.63% active; AID 463079, 2010;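 active = inhibition above that plate's mean sample inhibition plus 3 SD, cut at about 26% in these data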;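 note: 0% = ATP-challenged DMSO wells and 100% = DMSO wells without ATP; some compounds past the cut are filed as inactive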
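Material: Parental CHO cells | Reagent: ATP | Compound dosing: Single nominal dose of 5.6 µM per compound | Detection: Intracellular calcium via Fluo-8 no-wash fluorescent dye | Read-out: % inhibition of ATP-induced calcium mobilization | Benchmarks: Low control ATP plus DMSO, high control DMSO only | Replicates: Singlicate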
* marks the source's active call; other numbers are inactive results. These rows are one share of the data; the hit share may differ from the screen's.

| Structure | CHO parental Ca |
| --- | --- |
| CCn1cc(C(=O)NC2CCC(C)CC2)c(=O)c2cc(S(=O)(=O)N3CCCCC3)ccc21 (configuration not stated) | -17.7 |
| CC(Cc1ccccc1)(NC(=O)CN)c1ccccc1 (configuration not stated) | -12.3 |
| Cc1ccc(C)n1-c1cccc(C(=O)O)c1 | -3.0 |
| CC1(c2ccccc2)ON(c2ccccc2C(F)(F)F)C1=O (configuration not stated) | -9.1 |
| CN1N=C2c3ccccc3CCC2C1c1ccc(C(F)(F)F)cc1 (configuration not stated) | -11.2 |
| Cc1cc(C(C)C)n2c(nc3ccccc32)c1C#N | -6.7 |
| COC(=O)CCC(=O)Oc1ccc(OC(=O)CCC(=O)OC)cc1 | -3.5 |
| O=C(Nc1cc2cc([N+](=O)[O-])ccc2oc1=O)c1cccs1 | -3.5 |
| CN(C)C=Nc1ccccc1C1C=NNC1=O (configuration not stated) | 0.0 |
| Cc1ccc2nc(-c3ccc(N4C(=O)CC(N5CCC(C(N)=O)CC5)C4=O)cc3)sc2c1 (configuration not stated) | 2.0 |
| Cc1ccc(C)c(CN2C(=O)C3CCCN3c3ccc(S(=O)(=O)N4CCOCC4)cc32)c1 (configuration not stated) | -5.2 |
| Cc1nc(SCc2ccccc2F)c2cnn(-c3ccccc3)c2n1 | -10.2 |
| COc1ccc(S(=O)(=O)N(CC(=O)NCc2cccnc2)c2ccc(F)cc2)cc1OC | -21.8 |
| C#CCOCCOCCOCCNc1nc(N2CCN(C(=O)[C@H](CCC(=O)O)n3cc(C(N)Cc4ccc(O)cc4)nn3)CC2)nc(N2CCN(C(=O)[C@H](CCC(=O)O)n3cc(C(N)CC(C)C)nn3)CC2)n1 (some centres not stated) | -1.2 |
| CCn1cc(C(=O)Nc2ccccc2)c(=O)c2ccc(C)nc21 | 2.0 |
| CC(C)[C@H](NC(=O)[C@H](CC(=O)O)NC(=O)[C@H](CCCCN)NC(=O)[C@@H](N)CCCN=C(N)N)C(=O)N[C@@H](Cc1ccc(O)cc1)C(=O)O | -2.2 |
| CCn1cc(C(=O)Nc2ccc(C)cc2C)c(=O)c2ccc(C)nc21 | -5.3 |
| O=C(N=c1ccn(-c2nc3ccccc3nc2NS(=O)(=O)c2ccc(Cl)cc2)cc1)c1ccccc1Cl | 4.2 |
| C#CCOCCOCCOCCNc1nc(N2CCN(C(=O)[C@H](CCC(=O)O)n3cc(C(N)CC(C)C)nn3)CC2)nc(N2CCN(C(=O)[C@H](Cc3ccc(O)cc3)n3cc(C(N)[C@H](C)CC)nn3)CC2)n1 (some centres not stated) | 4.8 |
| CCOC(=O)c1[nH]c(COC(=O)CCCOc2ccccc2)c(C(=O)OCC)c1C | -26.1 |
| CCc1ccccc1NC(=O)CSc1nc(-c2ccccc2)nn1C(=O)c1cccc([N+](=O)[O-])c1 | -22.2 |
| Cc1ccc(NC(=O)C2CCCCC2)c(O)c1 | -12.7 |
| CCOc1ccc2nc(Cl)c(C3CC(c4ccccc4)=NN3C(=O)c3ccco3)cc2c1 (configuration not stated) | -2.4 |
| Nc1ccc(Br)c2c1C(=O)c1ccccc1C2=O | -27.6 |
| Cc1ccc(S(=O)(=O)NCC2CCC(C(=O)NCCCOC(C)C)CC2)cc1 (configuration not stated) | -12.7 |
| CSC1=C(C#N)C2(CCCC2)C(C#N)=C(N)N1 | -12.2 |
| CCN1CCC(N2CCN(c3ccc(Cl)cc3)CC2)CC1 | -0.1 |
| Oc1c(Cl)cc(Cl)cc1Sc1cc(Cl)cc(Cl)c1O | 101.0* |
| COC/C=C/C1=CC2=CC(=O)C(C)(OC(=O)c3cccs3)C(=O)C2=CO1 (configuration not stated) | 2.0 |
| CCc1nn(CC(=O)NCCCN(CC)c2cccc(C)c2)c(=O)c2cc3occc3n12 | -20.2 |

2 entries picked at random from the list so far:
| Structure | CHO parental Ca |
| --- | --- |
| CCN1CCC(N2CCN(c3ccc(Cl)cc3)CC2)CC1 | -0.1 |
| CC(C)[C@H](NC(=O)[C@H](CC(=O)O)NC(=O)[C@H](CCCCN)NC(=O)[C@@H](N)CCCN=C(N)N)C(=O)N[C@@H](Cc1ccc(O)cc1)C(=O)O | -2.2 |

Additional entries.
| Structure | CHO parental Ca |
| --- | --- |
| Cn1c2ccccc2c(=O)c2c(=O)n(Cc3ccco3)c(-c3ccc(C(C)(C)C)cc3)nc21 | -13.5 |
| O=c1c2c(nc3n1CCS3)c1cc(F)ccc1n2Cc1cc(=O)n2cc(Cl)ccc2n1 | -25.0 |
| COc1ccccc1C1C=C(c2ccc(Cl)cc2)Nc2nc(NS(C)(=O)=O)nn21 (configuration not stated) | -10.1 |
| Cc1cc(C)nc(/N=C(/NC(=O)Nc2ccc(Cl)c(Cl)c2)Nc2ccccc2)n1 | -0.8 |
| O=c1c2ccccc2nnn1CSc1nnc2sc3ccccc3n12 | -12.7 |
| O=Cc1cccc(OC(=O)c2ccc(Cl)cc2Cl)c1 | 13.6 |
| CCCNCC1COc2ccccc2O1 (configuration not stated) | -4.6 |
| CCc1ccc2nc(N3C(=O)c4oc5ccccc5c(=O)c4C3c3ccc(OC)c(OC)c3)sc2c1 (configuration not stated) | -10.7 |
| NC(=O)[C@@H]1CCCNc2c(I)cc([N+](=O)[O-])cc2C(=O)N[C@@H](CCCN=C(N)N)C(=O)N[C@@H](CCCN=C(N)N)C(=O)N1 | -3.0 |
| CCn1c(CSc2nnc(-c3cccnc3)n2-c2ccccc2C)nc2cc(C(=O)O)ccc21 | -1.9 |
| O=S(=O)(c1ccc(-c2ccon2)s1)N1CCN(c2ccncc2)CC1 | -1.5 |
| CCOc1ccc(C2=NNC(c3cccs3)=Nc3ccc(OCC)cc32)cc1 | -38.4 |
| O=C(Nc1ccccn1)c1ccc2nc(-c3ccccc3)c(-c3ccccc3)nc2c1 | -17.0 |
| CC(C)Oc1ccc(-c2nn(-c3ccccc3)cc2/C=c2\sc3ncnn3c2=O)cc1 | -3.5 |
| O=C(CSc1nnnn1-c1ccc(O)cc1)N1N=C(c2ccc3ccccc3c2)CC1c1ccccc1 (configuration not stated) | -6.2 |
| CC(O)CCC(=O)NNC1=CC(=O)CC(C)(C)C1 (configuration not stated) | 17.0 |
| Cc1ccc(S(=O)(=O)NC(CCc2ccccc2)CC(=O)C(C)(C)C)cc1 (configuration not stated) | -13.1 |
| Cc1ccn(C(=O)c2cc3ccccc3oc2=O)n1 | 7.6 |
| CN(C)CCc1c[nH]c2ccc(C[C@H]3COC(=O)N3)cc12 | -2.3 |
| CCN(CC)c1ccc2cc(/C(N)=N/NC(=O)c3cccs3)c(=O)oc2c1 | 6.6 |
| COC(=O)c1ccc(Oc2nc(NC(C)(C)C)nc(N3CCOCC3)n2)cc1 | -8.4 |
| CC(=O)Nc1ccc(Cc2nc3c([nH]2)c(=O)n(C)c(=O)n3C)cc1 | 8.4 |
| CC1(OC(=O)c2ccco2)C(=O)C=C2C=C(c3ccc(C#N)cc3)OC=C2C1=O (configuration not stated) | 4.7 |
| COc1cccc2cc(C(N)=O)/c(=N/NC(=O)COc3ccc(Cl)cc3)oc12 | -12.7 |
| COc1cc(/C=C2\C(=N)N3N=C(S(C)(=O)=O)SC3=NC2=O)ccc1OS(=O)(=O)c1ccccc1 | 1.7 |
| O=C(CC1Nc2ccccc2NC1=O)Nc1ccccc1NC(=O)CC1Nc2ccccc2NC1=O (configuration not stated) | -9.8 |
| N#Cc1nc(-c2ccc(F)cc2)oc1NCCCn1ccnc1 | -4.7 |
| O=[N+]([O-])c1ccc(C23CC4CC(CC(O)(C4)C2)C3)cc1 | 1.2 |
| COc1ccccc1-c1nc(SCC(=O)NCC2CCCO2)c2c(=O)n(C)c(=O)n(C)c2n1 (configuration not stated) | 9.3 |
| CC(C)c1ccccc1NC(=O)Cn1c(/C=C/c2ccccc2)nc2ccccc21 | -15.1 |

Next section (two carried over from the part before).
| Structure | CHO parental Ca |
| --- | --- |
| COc1ccccc1-c1nc(SCC(=O)NCC2CCCO2)c2c(=O)n(C)c(=O)n(C)c2n1 (configuration not stated) | 9.3 |
| CC(C)c1ccccc1NC(=O)Cn1c(/C=C/c2ccccc2)nc2ccccc21 | -15.1 |
| CCN(CC)CCCNc1nc(SC)nc2sc3c(c12)CCN(C)C3 | -29.3 |
| CCC1(C)Cc2c(sc3nc(SC)[nH]c(=S)c23)CO1 (configuration not stated) | -7.3 |
| CN(C)CCCN1C(=O)C(O)=C(C(=O)c2cccs2)C1c1cccc([N+](=O)[O-])c1 (configuration not stated) | 10.3 |
| Cc1cc([N+](=O)[O-])c2c(c1C)C1C=CCC1C(c1ccccn1)N2 (configuration not stated) | -9.2 |
| COc1ccc(/C=C2\CCCc3c2nc2ccccc2c3C(=O)OCC(=O)c2c(N)n(C)c(=O)n(C)c2=O)cc1 | 0.0 |
| Cc1ccc(-c2ccc(/C=N/NC(=O)c3ccccc3O)o2)cc1 | -15.1 |
| NC(=O)c1nsc(C(=O)N(CC(=O)NC2CCCC2)c2cnc3ccccc3c2)c1N | -11.3 |
| C#CCOCCOCCOCCNc1nc(N2CCN(C(=O)Cn3cc(CC(C)O)nn3)CC2)nc(N2CCN(C(=O)[C@H](C)n3cc(CCCN=C(N)N)nn3)CC2)n1 (some centres not stated) | -6.9 |
| Cc1cc2n(c1)CCn1c(C)ccc1-2 | -3.4 |
| O=C(Cc1cccs1)Nc1ccc(-c2nnn(CC(=O)N3CCOCC3)n2)cc1 | 5.5 |
| O=C(O[C@H]1[C@H](Oc2ccccc2COC(=O)C2(O)C=CCCC2=O)O[C@H](CO)[C@@H](O)[C@@H]1O)c1ccccc1 (some centres not stated) | -7.5 |
| CCOC(=O)C(NC(C)=O)(N1CCOCC1)C(F)(F)F (configuration not stated) | -5.5 |
| CCN1C(=O)C2(C(C(=O)c3cc4ccccc4o3)=C(O)C(=O)N2CCCN(C)C)c2ccccc21 (configuration not stated) | 3.4 |
| Cc1nc(C)c(/C(O)=C/c2nc3ccc([N+](=O)[O-])cc3oc2=O)o1 | -8.4 |
| N[C@@H]1CONC1=O | 1.9 |
| COC(=O)C(=C/C=C/N1CCOCC1)C(=O)OC | -10.5 |
| O=C(Nc1nc2ccc(SC(F)F)cc2s1)c1ccc2c(c1)S(=O)(=O)c1ccccc1C2=O | -16.9 |
| CCCC(=O)Nc1nn(C)c2nc3cc(C)ccc3cc12 | -20.2 |
| O=C(O)/C(=C\C(=O)c1ccccc1)Nc1ccccc1 | 4.9 |
| Cc1sc(/N=C/c2c(O)ccc3ccccc23)c(C#N)c1C | -0.5 |
| Cc1nn(Cc2ccc(Cl)cc2Cl)c(Cl)c1/C=N/NC(=O)CNc1cccc(C(F)(F)F)c1 | -12.0 |
| O=C(CSc1ccccn1)NC1CCCC1 | -14.2 |
| Cc1nc2cc(N3CCCCC3)c(NC(=O)c3ccncc3)cc2c(=O)n1Cc1ccc(Cl)cc1 | -14.3 |
| COc1ccccc1N1CCN(C(=O)CSc2nnc3c4ccccc4nc(Cc4ccccc4)n23)CC1 | -8.8 |
| C/C(CCN1CCc2nc(-c3ccccc3)c(-c3ccccc3)cc2C1)=N\OC[C@@H](C)[C@H](OCc1ccccc1)C(C)C | -13.0 |
| CSc1ccc(CNc2ccccc2)cc1 | -11.8 |
| CS(=O)(=O)c1nc(-c2cccs2)cc(C(F)(F)F)n1 | 13.5 |
| CC1CCN(CCCNC(=O)c2ccc(Cn3c(=S)[nH]c4ccc(Br)cc4c3=O)cc2)CC1 | -17.8 |
| CCOc1ccc(-c2c(=O)n(OCc3ccc([N+](=O)[O-])cc3)c3ccccc3[n+]2[O-])cc1 | 7.8 |
| CCn1c(-c2ccc(F)cc2)cnc1SCC(=O)N1CCc2ccccc21 | -16.8 |
| C#CCOCCOCCOCCNc1nc(N2CCN(C(=O)CCCCCCCCCCNC(=O)[C@H]([C@@H](C)CC)n3cc(CCCCN=C(N)N)nn3)CC2)nc(N2CCN(C(=O)CCCCCCCCCCNC(=O)[C@H](CO)n3cc(CCCSC)nn3)CC2)n1 | -5.3 |
| N#C[C@@H]1[C@@H]2C(=O)N(c3ccc4c(c3)OCCO4)C(=O)[C@@H]2C2c3ccccc3C=CN21 (some centres not stated) | -10.0 |
| CC(C)C[C@@H]1NC(=O)[C@H](Cc2ccc(O)cc2)NC(=O)[C@H](CCC(N)=O)NC(=O)c2cc([N+](=O)[O-])cc(I)c2NCC[C@@H](C(N)=O)NC1=O | -7.5 |
| S=C(Sc1ccc(Cl)cc1)Sc1ccc(Cl)cc1 | -0.2 |
| CC/C(=N\NC(C)=O)c1ccc(OC(F)F)cc1 | -16.8 |
| COc1ccc(CN2C(=O)Cc3c2nc(N)c2c(N)nc(N4CCCCC4)c(C#N)c32)cc1 | -12.7 |
| C1CCN=C(NC23CC4CC(CC(C4)C2)C3)CC1 | -5.9 |
| Cc1sc2nc(-c3ccccc3)[nH]c(=O)c2c1-c1ccccc1 | -9.0 |
| Cc1cc(=O)[nH]c(N/N=C/c2ccc([N+](=O)[O-])cc2)n1 | -4.3 |
| CCOC(=O)C1=C(O)C(=O)N(CCCn2ccnc2)C1c1ccc(OC)cc1 (configuration not stated) | -18.4 |
| COc1cc(C)c(Cl)cc1S(=O)(=O)NC1CC(C)(C)NC(C)(C)C1 | -17.6 |
| COc1ccc(C2CC(=O)c3cnc(N4CCc5ccccc54)nc3C2)cc1OC (configuration not stated) | -11.7 |
| COC(=O)n1c(=S)oc2cc(Cl)ccc21 | -3.2 |
| Cc1cn(S(=O)(=O)c2ccc(Br)c3ccccc23)cn1 | -4.6 |
| CC1(C)CC(=O)C(N=Nc2cc(S(=O)(=O)N3CCOCC3)ccc2Cl)=C(O)C1 | -19.9 |
| COC/C=C/C1=CC2=CC(=O)C(C)(OC(=O)c3cnc4ccccc4n3)C(=O)C2=CN1CCc1ccccn1 (configuration not stated) | 2.2 |
| CCOc1cc(/C=C/c2nc3ccccc3c(=O)[nH]2)cc(Br)c1OC | -8.6 |
| COc1ccccc1-c1c(C(F)(F)F)oc2cc(OCC(=O)Nc3cc(C)ccc3C)ccc2c1=O | -3.7 |
| COC(=O)CSc1nc2sc3c(c2c(=O)n1C1CCCCC1)CCN(C)C3 | -13.6 |

Screens deposited in PubChem by The Scripps Research Institute Molecular Screening Center.
